Assay outcomes: PubChem BioAssay, NMMLSC
RGS4-Gao reg – human RGS4-Galphao interaction regulation | Multiplexed bead flow cytometry, RGS4-Galphao binding; actives lie on both sides | P09471 | binding response (% of control), % at 10 µM | actives 0.33% (n = 220,000) | AID 1415; in the data active = binding response below about 49% or above about 150%; inactive = in between;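 note: fluorescent Galphao activated with aluminum fluoride binding bead-coupled RGS4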
Target sequence (P09471 whole entry, looked up): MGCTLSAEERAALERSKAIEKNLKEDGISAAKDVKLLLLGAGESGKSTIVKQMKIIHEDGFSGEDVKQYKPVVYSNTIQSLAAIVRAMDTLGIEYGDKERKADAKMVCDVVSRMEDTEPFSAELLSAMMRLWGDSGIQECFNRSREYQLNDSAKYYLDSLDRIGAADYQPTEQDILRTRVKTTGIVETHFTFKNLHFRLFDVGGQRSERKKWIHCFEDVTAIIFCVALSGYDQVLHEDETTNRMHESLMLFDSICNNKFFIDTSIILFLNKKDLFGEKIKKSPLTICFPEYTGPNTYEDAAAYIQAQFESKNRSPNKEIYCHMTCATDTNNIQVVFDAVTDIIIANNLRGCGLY
Bim-Bfl-1 – disrupts Bim binding to human Bfl-1. Q16548. Bead-based flow cytometry, Bim-Bfl-1 binding inhibition. inhibition, % at 10 µM. actives 0.12% (n = 190,000). AID 1008;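 note: 0% = wells without compound plus tracer and 100% = blocker peptide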
GSH fluor – GSH bead compound fluorescence profile; GSH beads flow cytometry, compound fluorescence 488/530 nm; active compounds read high; fluorescence (KMESF) at 10 µM; actives 0.25% (n = 190,000); in the data active = fluorescence above about 89;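 note: glutathione beads carrying GST-tagged Bcl family fusion proteins plus one bare bead set; values are compound well signal with DMSO vehicle wells as background; inactives centre near 16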
Bim-Bcl-XL – disrupts Bim peptide binding to human Bcl-XL; Q07817; bead flow cytometry, fluorescence; inhibition, % at 10 µM; actives 0.04% (n = 190,000)
Bim-Bcl-2 – inhibitors of Bim-Bcl-2 interaction, human | P10415 | Bead-based flow cytometry, Bim peptide-Bcl-2 binding | inhibition, % at 10 µM | actives 0.06% (n = 190,000) | AID 950; in the data active = inhibition above about 40%; inconclusive = no clear call, values can overlap the other calls;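 note: 0% = no compound wells with probe peptide and 100% = reference peptide inhibitor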
Target sequence (P10415 whole entry, looked up): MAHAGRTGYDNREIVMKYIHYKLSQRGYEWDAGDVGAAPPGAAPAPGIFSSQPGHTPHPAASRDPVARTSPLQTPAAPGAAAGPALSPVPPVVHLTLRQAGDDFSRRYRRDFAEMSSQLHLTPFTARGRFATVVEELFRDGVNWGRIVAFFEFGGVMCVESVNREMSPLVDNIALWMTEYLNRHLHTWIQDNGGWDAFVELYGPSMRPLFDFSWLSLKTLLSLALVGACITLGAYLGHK
Bcl-W Bim block – inhibitors of Bim-Bcl-W interaction, human. bead-based flow cytometry, Bim peptide-Bcl-W binding. inhibition, % at 10 µM. actives 0.02% (n = 190,000);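 note: 0% = bound tracer without compound and 100% = peptide blocker; higher means less fluorescent Bim peptide bound to Bcl-W beads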
Target sequence (Q92843 whole entry, looked up): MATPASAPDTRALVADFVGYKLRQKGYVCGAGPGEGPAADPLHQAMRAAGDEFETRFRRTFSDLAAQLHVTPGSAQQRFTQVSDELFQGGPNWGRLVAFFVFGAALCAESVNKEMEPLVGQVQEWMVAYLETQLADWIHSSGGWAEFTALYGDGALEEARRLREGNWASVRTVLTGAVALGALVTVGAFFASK
ABCG2 block – blocks JC-1 efflux by human ABCG2 transporter | Q9UNQ0 | IgMXP3 cells, flow cytometry | inhibition, % at 6.6 µM | actives 0.1% (n = 190,000);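 active = inhibition above 80%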;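 note: 0% = DMSO and 100% = nicardipine control wells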
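Test system: IgMXP3 (ABCG2) plus far-red-tagged CCRF-Adr (ABCB1) cells / Amount: 3 million cells/mL in well / Reagent: JC-1 transporter substrate / Timing: 10 min compound exposure, 25 °C / Signal: flow cytometry, 530 nm JC-1 signal / Read-out: percent efflux inhibition, scaled nicardipine 100% to DMSO 0% / Benchmarks: nicardipine as high control, DMSO as low control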
RGS7-Gao reg – regulators of human RGS7-Galphao interaction. AID 1439. Multiplexed bead flow cytometry, RGS7-Galphao binding; actives lie on both sides. binding response (% of control), % at 10 µM. P09471. actives 0.35% (n = 220,000); in the data active = binding response below about 49% or above about 150%; inconclusive = no clear call, values can overlap the other calls; inactive = in between;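 note: fluorescent Galphao held in activated GDP-AlF4 state binding bead-coupled RGS7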
Bim-Bcl-B – disrupts Bim peptide binding to human Bcl-B. inhibition, % at 10 µM. bead-based flow cytometry. actives 0.073% (n = 190,000);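 note: 0% = tracer peptide without compound and 100% = reference inhibitor peptide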
Target sequence (Q9HD36 whole entry, looked up): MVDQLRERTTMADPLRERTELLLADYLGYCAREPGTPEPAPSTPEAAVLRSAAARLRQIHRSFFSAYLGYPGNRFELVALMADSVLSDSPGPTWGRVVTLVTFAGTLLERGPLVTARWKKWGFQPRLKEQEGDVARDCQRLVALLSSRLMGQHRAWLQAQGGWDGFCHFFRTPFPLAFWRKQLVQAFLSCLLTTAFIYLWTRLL
RGS8-Gao – human RGS8-Galphao interaction regulation; P09471; multiplexed bead flow cytometry, RGS8-Galphao binding; actives lie on both sides; response (percent of control binding), % at 10 µM; actives 0.34% (n = 220,000); AID 1423; in the data active = response below about 60% or above about 140%; inactive = in between;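 note: Galphao activated as the GDP aluminium fluoride complex binding bead-coupled RGS8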
ABCB1 block – human ABCB1 inhibition, ABCG2 as counter-screen; actives 0.067% (n = 190,000); P08183; CCRF-Adr cells, JC-1 efflux, flow cytometry; inhibition, % at 6.6 µM; in the data active = inhibition above about 40%;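 note: 0% = vehicle and 100% = reference inhibitor; higher value means more JC-1 retained so stronger ABCB1 efflux block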
* hit, by the source's call; ? = inconclusive. Cut-off read from the data, not from the text of the source, unless noted: active = inhibition above about 40%.

SMILES	RGS4-Gao reg	Bim-Bfl-1	GSH fluor	Bim-Bcl-XL	Bim-Bcl-2	Bcl-W Bim block	ABCG2 block	RGS7-Gao reg	Bim-Bcl-B	RGS8-Gao	ABCB1 block
O=c1c2ccccc2c(/C=N/c2nnc(Cc3ccccc3)s2)c(O)n1-c1ccc(Cl)cn1	102	-2	21	-7	-4	-1	0	100	-1	103	-0.4
N#C/C(=C(/O)Cc1cccc2ccccc12)c1nc2ccccc2s1	100	-13	13	-6	-10	2	0	97	-11	100	0.4
Cn1c(=O)c2c(ncn2CC(COCc2ccc(Cl)cc2)OCc2ccc(Cl)cc2)n(C)c1=O (configuration not stated)	102	-11	11	-6	-12	0	10	98	-10	100	2.5
Cc1cc(C(=O)OCC(=O)NC(C)C)c(C)o1	101	-14	269*	-17	-5	-1	0	102	-5	102	0.0
O=C(OCC(=O)N1CCc2ccccc21)c1c2c(nc3ccccc13)CCCC2	102	-8	10	-7	-8	-7	37	102	-9	104	9.6
CC(C)C(c1nnnn1Cc1ccccc1)N(CCCO)Cc1cc2cc3c(cc2[nH]c1=O)OCO3 (configuration not stated)	104	-3	12	-2	-2	0	8	102	-4	100	1.1
Cc1cccnc1Nc1nc(-c2ccc(O)cc2O)cs1	99	-15	25	-6	-10	-2	1	98	-7	98	-1.2
c1ccc(-c2csc(N3CCc4ccccc4C3)n2)cc1	100	3	25	-3	-2	0	2	101	-19	100	0.5
C/C(=N\NC(=O)CC1(C)OCCO1)c1cccs1	99	-1	6	-5	0	0	2	99	-3	99	0.2
CCOC(=O)COc1cccc2c(=O)n(CC(=O)N3CCN(C(=O)OCC)CC3)ccc12	100	1	25	1	0	0	-1	104	-1	93	-2.0
Cc1ccc(CSCCNC(=O)CN(c2cc(C)ccc2C)S(C)(=O)=O)cc1	100	-4	11	-5	-1	-6	2	101	-5	101	0.1
Cc1cccc(-c2ncc(CN3CCN(C4CCCC4)C(CCO)C3)cn2)c1 (configuration not stated)	104	-3	11	-1	1	0	2	104	-1	104	1.0
Cc1ccccc1NC1=C/C(=N\S(=O)(=O)c2cccs2)c2ccccc2C1=O	85	-1	18	-4	-5	-2	0	88	-3	90	0.1
CSc1ncccc1C(=O)N1CCCC(C(=O)c2cc(F)ccc2F)C1 (configuration not stated)	105	-5	10	-1	0	1	7	103	-5	103	5.0
c1ccc(COc2ccccc2CNC23CC4CC(CC(C4)C2)C3)cc1	102	-5	14	0	0	-6	0	95	-4	99	1.5
Cc1ccc(S(=O)(=O)Cn2nnnc2CN(Cc2ccco2)CC2CCCO2)cc1 (configuration not stated)	100	-2	25	0	-2	0	-1	98	-1	98	0.3
O=c1c(Cl)cc(Cl)nn1-c1ccccc1	97	-2	10	-8	-1	-3	1	97	-8	98	-0.1
O=C(Nc1ccc(-n2nncc2-c2ccco2)cc1)c1cc2ccccc2oc1=O	99	4	14	-2	-10	-6	6	104	-26	102	0.9
CCOC(=O)c1c(CN2CCN(CCO)CC2)n(C)c2cc(Br)c(OC)cc12	109	-5	14	-5	-6	-5	4	103	-7	118	1.0
O=C(NNC(=O)c1cccc(S(=O)(=O)N2CCc3ccccc32)c1)c1ccccc1	103	-9	16	-7	-6	-5	0	?	-9	102	0.3
Cc1ccc(S(=O)(=O)n2nc(C)c(C#N)c2N)cc1	103	-15	15	-9	-12	-8	2	101	-10	102	1.4
Cc1ccc(-n2c(SCC(=O)Nc3cc(S(=O)(=O)N4CCOCC4)ccc3Cl)nc3ccccc3c2=O)cc1	101	1	6	0	5	0	-4	103	-1	106	1.7
Cc1cc(CCCCCCCCc2cc(C)cc(=O)o2)oc(=O)c1	101	-16	18	-10	-12	-4	5	101	-11	99	1.2
CCOC(=O)c1cnc(-n2nc(C)cc2C)nc1NNc1cc(C)nc(-c2ccccc2)n1	100	0	10	-4	-4	0	4	98	-4	103	0.9
Nc1nnnn1/N=C/c1cccc(Oc2ccccc2)c1	111	-1	14	0	1	0	3	103	0	106	0.2
SMILES	RGS4-Gao reg	Bim-Bfl-1	GSH fluor	Bim-Bcl-XL	Bim-Bcl-2	Bcl-W Bim block	ABCG2 block	RGS7-Gao reg	Bim-Bcl-B	RGS8-Gao	ABCB1 block
Fc1ccc(N2CCN(c3ncnc4c3nnn4Cc3ccccc3Cl)CC2)cc1	91	-2	18	-7	-3	-5	5	96	-6	79	1.2
COc1ccc(CCN2C(=O)c3[nH]nc(-c4ccccc4O)c3C2c2cccc(O)c2)cc1OC (configuration not stated)	102	-9	16	-5	-10	2	4	99	-5	105	0.4
COC(=O)c1ccc(Cn2cnc3ccccc3c2=O)cc1	102	-4	18	-12	-1	-6	11	100	-4	100	1.1
CCn1cc(C(=O)NCCN(C)CCc2ccccc2)c(=O)c2cc(S(=O)(=O)N(C)C)ccc21	100	-8	45	4	-6	5	1	101	-5	101	0.2
O=C(CN1C2=NCCN2c2ccccc21)c1ccc(Br)s1	104	-1	15	-5	-8	0	18	102	-11	102	0.2
O=C(CN1C(=O)COc2ccccc21)NCc1ccccn1	101	0	12	0	0	-1	2	104	-3	99	0.5
C/C(CC(=O)Nc1cc(C)ccn1)=N\NC(=O)C(=O)NC(C)C	90	-5	13	-4	-2	-1	-1	90	-3	95	-0.6
CC(=O)N1CCCc2ccccc21	94	-4	14	-1	-3	-1	3	98	0	101	0.3
COC(=O)c1sc2ncccc2c1OCc1ccc(Cl)cc1Cl	96	-2	12	-2	-5	-4	2	98	-2	101	0.3
Cc1nc(Cl)c2c(n1)NC1=C(O2)C(=O)CCC1	90	-2	8	-7	0	-4	4	86	-6	85	3.1
O=C(O)c1cccc(Nc2nc(Nc3ccccc3)nc(N3CCCC3)n2)c1	86	-3	11	-2	-2	0	1	78	0	93	-0.2
COc1ccccc1-n1c(-c2ccccc2)c[nH]c1=S	100	22	10	-2	3	3	-1	?	-20	96	-0.9
O=C(CSc1nnc(Cc2ccccc2)n1-c1cccc(Cl)c1)NNC(=O)Cc1ccccc1	103	4	9	-7	2	-6	2	101	-3	102	0.0
O=C(NC1CCN(C(=O)N2CCOCC2)CC1)c1ccccc1	100	-9	27	0	-5	0	4	99	-5	103	0.5
COc1ccc(Oc2ccc(N/C=C3\CCCC3=O)cc2)cc1	102	1	3	1	1	1	1	102	-1	99	0.8
CCCCC(=O)NC1(C(F)(F)F)NC(=O)N(Cc2ccccc2)C1=O (configuration not stated)	112	0	8	-3	-4	-6	1	114	-4	135	-0.1
Cc1ccc(OCC(=O)Nc2ccc(N3CCOCC3)cc2)c([N+](=O)[O-])n1	96	-3	15	-1	0	1	1	96	-3	97	-0.1
CCOc1ccc(NC(=O)CSc2nnc(-c3ccncc3)n2CC2CCCO2)cc1 (configuration not stated)	103	-17	54	-13	-6	-4	2	101	-5	101	0.4
COc1ccccc1C(=O)Nc1ccc(C(=O)O)cc1	102	1	18	-1	2	0	-7	100	-2	104	1.6
O=C(Cc1ccc(Br)cc1)NC1CCCCC1	101	-18	33	-7	-9	0	40	101	-9	103	1.0
CCC(CC)C(=O)NCCCCc1ccccc1	107	-1	6	-3	0	0	2	102	-3	103	0.5
CCNc1nc(NCC)nc(SCCOC(=O)Nc2ccc(Cl)cc2Cl)n1	89	0	23	-2	-2	-7	3	94	-12	88	-0.3
COC(=O)CNC(=O)Cn1ccc2ccccc2c1=O	93	-2	14	0	0	-1	2	94	-1	98	0.6
O=C(CN1CCCCC1)N1N=C(c2cccs2)CC1c1cccs1 (configuration not stated)	98	5	15	0	0	0	9	?	0	100	1.0
CC(C)(C)NC(=O)C(c1ccc(O)cc1)N(C(=O)CCC(=O)Nc1nccs1)c1ccccc1F (configuration not stated)	97	-1	14	-1	1	1	2	101	-2	98	0.0
SMILES	RGS4-Gao reg	Bim-Bfl-1	GSH fluor	Bim-Bcl-XL	Bim-Bcl-2	Bcl-W Bim block	ABCG2 block	RGS7-Gao reg	Bim-Bcl-B	RGS8-Gao	ABCB1 block
C#CCNC(=O)C1=C[C@@H](C2CC2)[C@H](CCCO)[C@@H](OCC)O1	4.8*	3	19	2	4	-2	1	-5.5*	7	8.9*	0.1
Cc1csc(NS(=O)(=O)c2cccc([N+](=O)[O-])c2)n1	102	1	12	0	1	0	-2	99	6	100	-2.1
COC(=O)[C@@H]1C(c2ccccc2)(c2ccccc2)[C@@]1(C)C(=O)OC	100	0	11	-10	-2	-9	10	99	-8	102	2.0
O=C(COC(=O)[C@@H]1CC(O)CN1S(=O)(=O)c1ccc([N+](=O)[O-])cc1)NC12CC3CC(CC(C3)C1)C2 (some centres not stated)	102	-3	19	-6	-3	-4	13	101	-6	100	2.2
CCOCCCNC(=O)C(NC(=O)CNC(=O)c1ccccc1)c1ccc(C)cc1 (configuration not stated)	104	-9	47	-1	-5	1	-1	103	-8	101	-0.4
CN(C)CC#CCCCCCCC#CCN(C)C	108	-18	22	0	-16	-2	2	106	-10	105	0.6
CC1CCN(c2ccc(C(=O)Nc3ccc4c(c3)OCO4)cc2[N+](=O)[O-])CC1	102	0	4	-6	0	-4	5	101	-2	102	0.7
COc1cc(OC)c(C2=NOC(C(=O)Nc3c(C)n(C)n(-c4ccccc4)c3=O)C2)cc1Cl (configuration not stated)	99	-3	6	3	0	5	6	94	1	100	0.7
CC(C)(C)c1cc(CN(CCO)CCO)cc(C(C)(C)C)c1O	101	-14	44	-9	-9	2	-1	98	-9	100	-0.8
C=CCSC1=Nc2cc(OC)c(OC)cc2C2=NC(=O)CN12	103	0	24	-2	0	1	6	104	-6	101	0.0
CCOC(=O)C1CCN(C(=O)CCCCn2c(=O)[nH]c3ccccc3c2=O)CC1	98	-12	14	-7	-8	0	1	100	-9	104	0.2
O=S(=O)(c1ccc2c(c1)OCCO2)N1CCC(n2nnc3cc(C(F)(F)F)ccc32)CC1	100	-9	16	-3	-8	1	8	99	-4	99	1.4
Cc1cccnc1NC(=O)Cn1nc(-c2ccccc2)oc1=S	100	1	5	-2	-1	0	3	101	-5	104	0.7
CC(C)c1ccc(S(=O)(=O)/N=C2/C=C(Sc3ncn[nH]3)C(=O)c3ccccc32)cc1	94	33	9	29	22	21	3	98	28	97	0.5
FC(F)(F)C1=CC(c2ccc(Cl)cc2)=NCCN1	100	-7	22	-10	-4	-4	3	97	-9	106	0.4
COc1ccc(/C=C/C(=O)c2ccc[nH]2)cc1OC	96	-12	46	-3	-5	1	0	97	-9	98	0.0
Cc1ccnc(NS(=O)(=O)c2ccc(NC(=O)c3cncc(Br)c3)cc2)n1	101	-8	9	-7	0	-4	2	104	0	96	0.0
CC1CCC2C(=O)N(c3ccc(NC4CCCCC4)c([N+](=O)[O-])c3)C(=O)C2C1 (configuration not stated)	91	4	11	1	3	-1	-2	87	0	96	-0.4
CCOC(=O)c1nnn(-c2nonc2-n2cccc2)c1CN1CCOCC1	99	0	14	0	-4	0	2	101	-2	102	0.5

Compounds were not picked by outcome; 1.1% or so of the library scored in one or more.
